# Source: PubChem
# GPR151 activ: activators of human GPR151, primary screen, cell-based, PathHunter beta-arrestin, luminescence. G-protein coupled receptor 151 (Homo sapiens), Q8TDV0. PathHunter beta-arrestin GPR151 cells. activation, % at 11.2 µM. 650,000 tested, 1% active. AID 1508602, 2020; in the data active = activation above about 4.9%;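 also: 0% = median of compound wells and 100% = cells with positive control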
# Target sequence (Q8TDV0 whole entry, looked up): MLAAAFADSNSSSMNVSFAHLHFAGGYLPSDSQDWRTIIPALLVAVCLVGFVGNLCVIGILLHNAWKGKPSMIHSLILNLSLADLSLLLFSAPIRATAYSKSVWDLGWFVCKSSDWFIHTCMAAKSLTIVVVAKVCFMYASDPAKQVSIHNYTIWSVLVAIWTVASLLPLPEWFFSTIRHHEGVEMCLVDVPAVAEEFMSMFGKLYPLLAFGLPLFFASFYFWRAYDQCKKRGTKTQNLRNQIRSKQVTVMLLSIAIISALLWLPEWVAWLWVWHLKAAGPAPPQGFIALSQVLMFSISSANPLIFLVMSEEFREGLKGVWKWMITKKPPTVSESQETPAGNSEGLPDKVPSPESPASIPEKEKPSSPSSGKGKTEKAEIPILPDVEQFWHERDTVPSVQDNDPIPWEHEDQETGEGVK
# FBW7 act: FBW7 E3 ligase activators, primary screen, biochemical, AlphaScreen, human | F-box/WD repeat-containing protein 7 (Homo sapiens), Q969H0 | AlphaScreen FBW7–phospho-cyclin E peptide binding, activator screen | normalized activity (activation), % at 26.1 µM | 650,000 tested, 0.13% active; in the data active = normalized activity above about 1.9%;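 also: purified mutant Fbw7 with reduced substrate affinity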
# Target sequence (Q969H0 whole entry, looked up): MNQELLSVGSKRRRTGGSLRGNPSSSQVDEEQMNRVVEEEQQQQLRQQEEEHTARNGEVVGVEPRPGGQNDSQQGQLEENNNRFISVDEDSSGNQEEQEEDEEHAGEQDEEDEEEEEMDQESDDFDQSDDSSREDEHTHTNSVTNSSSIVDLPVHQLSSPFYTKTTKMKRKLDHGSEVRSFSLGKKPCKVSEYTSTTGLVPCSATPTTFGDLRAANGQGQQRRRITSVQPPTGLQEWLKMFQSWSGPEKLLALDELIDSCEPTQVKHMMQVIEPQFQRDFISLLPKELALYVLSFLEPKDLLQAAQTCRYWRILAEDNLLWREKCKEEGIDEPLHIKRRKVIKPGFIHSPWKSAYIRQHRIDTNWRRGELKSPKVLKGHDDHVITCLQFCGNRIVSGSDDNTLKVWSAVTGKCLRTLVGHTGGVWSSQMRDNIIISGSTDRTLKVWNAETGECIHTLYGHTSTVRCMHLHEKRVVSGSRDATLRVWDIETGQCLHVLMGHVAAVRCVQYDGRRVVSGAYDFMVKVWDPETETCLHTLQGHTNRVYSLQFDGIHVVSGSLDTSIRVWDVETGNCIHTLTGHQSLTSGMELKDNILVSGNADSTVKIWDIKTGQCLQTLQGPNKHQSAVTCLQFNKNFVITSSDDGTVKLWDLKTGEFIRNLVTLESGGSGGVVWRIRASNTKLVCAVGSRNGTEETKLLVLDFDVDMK
# TEAD-YAP inh: TEAD-YAP interaction inhibition, primary screen, TEAD-YAP interaction inhibitor project, luminescence, HEK-TIYL cells | TEAD-Gal4/YAP UAS-luciferase luminescence | inhibition, % at 9.12 µM | 640,000 tested, 1.4% active | AID 1259422, 2018; in the data active = inhibition above about 32%;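 also: 0% = median of test compound wells and 100% = reference inhibitor wells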
# MITF primary: MITF inhibitors, primary screen, biochemical, AlphaScreen, human; AID 1259374, 2018; inhibition, % at 2.6 µM; Microphthalmia-associated transcription factor (Homo sapiens), O75030; 650,000 tested, 0.91% active; AlphaScreen MITF homodimerization, bead proximity signal; in the data active = inhibition above about 50%;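 also: 0% = vehicle wells with protein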
# The depositor's hits bear a star; & = joins results of further samples.
# A first look:
SMILES,GPR151 activ,FBW7 act,TEAD-YAP inh,MITF primary
CCC1S/C(=N\N=C\c2ccc(O)cc2)NC1=O (stereo not given),-2.0,0.0,-19,-11
COC(=O)c1c(NC(=O)c2ccccc2Cl)sc2c1CCCCC2,0.2,0.2,8,-7

# All compounds of this part, previewed entries included:
SMILES,GPR151 activ,FBW7 act,TEAD-YAP inh,MITF primary
CCC1S/C(=N\N=C\c2ccc(O)cc2)NC1=O (stereo not given),-2.0,0.0,-19,-11
COC(=O)c1c(NC(=O)c2ccccc2Cl)sc2c1CCCCC2,0.2,0.2,8,-7
NN1C(=O)c2cccc3cc(Br)cc(c23)C1=O,-0.7,-0.1,-2,2
CCOCCn1c(CN2CC(C)CC(C)C2)nc2c1c(=O)n(C)c(=O)n2C (stereo not given),-0.9,0.0,5,-1
CCOC(=O)C1=C(C)N=c2s/c(=C\c3ccc(-c4ccc(Br)cc4)o3)c(=O)n2C1c1ccc(C(C)C)cc1 (stereo not given),-0.7,0.0,3,3
O=S(=O)(c1ccccc1Cl)N1CCC(n2nnc3cc(F)ccc32)CC1,0.1,0.1,-3,-4
Cc1ccc(/C=N/NC(=O)COc2ccc(Cl)cc2)cc1,-1.0,0.1,8,-4
COc1ccc(C(CC#N)c2ccccc2)cc1 (stereo not given),-0.3,0.2,14,-6
Cc1nnsc1C(=O)NCc1csc(-c2cccs2)n1,1.8,0.9,-5,-6
Fc1ccc(C2=Nn3c(nnc3-c3ccccc3)SC2)cc1,-1.3,0.2,7,3
N#Cc1cc2c(=O)n3ccccc3nc2n(CCc2ccccc2)c1=NC(=O)c1ccco1,-0.1,0.0,1,8
O=C(C1CCN(C(=O)N2CCOc3ccccc32)CC1)N1CCOCC1,-0.7,-0.2,11,2
CC1CN(c2ccc(Nc3c([N+](=O)[O-])cccc3[N+](=O)[O-])cc2)CC(C)O1 (stereo not given),2.8,-0.5,8,48
CCOc1ccc(S(=O)(=O)n2nnc3ccccc32)c2ccccc12,0.4,-0.1,1,0
CC1(c2ccccc2Cl)NC(=O)N(Cc2ccccc2C#N)C1=O (stereo not given),2.8,-0.3,11,-17
CC(C)(C)SCCN=Cc1c(O)n(-c2ccc(Br)cc2)c(=O)[nH]c1=O,-1.1&0.2,0.7&-0.2,-2&-2,-2&1
CN(C)c1ccc(Nc2nc3ccccc3n3cnnc23)cc1,4.0,0.0,-6,16
O=C(CSc1nc2c(c(=O)[nH]1)CCC2)Nc1ccc(F)cc1,0.2,0.1,-3,15
COc1cccc(-n2cc(C(=O)NCCC(=O)NC3CCCC(C)C3C)c3ccccc3c2=O)c1 (stereo not given),0.0,-0.1,9,-6
COc1ccc(C)cc1NC(=O)C/C(C)=N/NC(=O)c1ccc([N+](=O)[O-])cc1,0.4,-0.1,0,-5
Cc1ccccc1C(=O)NNC(=O)C(C)C,0.3,0.5,-2,6
NC(=O)c1ccc(-n2nnnc2Oc2ccccc2)cc1,1.5,-0.1,-2,-6
CCOC(=O)c1cccc(NC(=O)COc2c(C)ccc(C)c2C)c1,-1.1,0.0,6,10
Cc1ccccc1N(CC(=O)NCC1CCCO1)C(=O)CCC(=O)Nc1ccccn1 (stereo not given),-0.7,0.0,-1,6
C=CCOc1ccc(C2C(C#N)=C(N)OC3=C2C(=O)CCC3)cc1OCC (stereo not given),1.4,0.2,9,4
Nc1ncnc(N2CCCc3ccccc32)c1[N+](=O)[O-],0.5,-0.1,7,3
CCOc1cccc(OCCCCN2CCN(C)CC2)c1,-2.2,-0.2,2,71*
COc1nccnc1NS(=O)(=O)c1ccc(NC(=S)NC(=O)c2cccnc2)cc1,-3.4,0.1,8,-11
CS/C(NCCN1CCOCC1)=C(/C#N)C(=O)c1ccc(Cl)cc1,2.1,0.0,-9,-9
Cn1c(/C(C#N)=C(\O)c2cccc([N+](=O)[O-])c2)nc2ccccc21,0.8,0.0,-2,5
CC(=O)c1ccc(OCCCC(=O)NCc2ccc(C)cc2)cc1,-0.4,0.0,-2,-4
O=C1CSC(=Nc2ccc(O)cc2)N1,-0.5,0.1,2,10
O=c1c2ccccc2nnn1CSc1ccc(Cl)cc1,-0.9,0.0,-78,-13
Cc1ccc(-n2nc3c(c2NC(=O)c2ccc(S(=O)(=O)N4CCCCC4)cc2)CS(=O)(=O)C3)c(C)c1,-1.0,0.2,15,-6
O=C(COc1ccc(Br)cc1Cl)N1CCN(c2ccccn2)CC1,-0.2,0.0,3,-7
COc1cccc(OCc2nc3ccc(-c4cn[nH]c4)cc3s2)c1,-0.9,0.0,-7,-9
c1ccc2[nH]c(C3CCN(CCN4CCOCC4)CC3)nc2c1,-0.3,0.0,3,5
COC(=O)c1ccccc1NC(=O)Cn1c(CCC(=O)O)ccc1-c1ccccc1,0.1,0.0,2,13
O=C(NCCC1=CCCCC1)c1ccc(Sc2ccc(F)cc2)c([N+](=O)[O-])c1,-0.6,-0.1,6,9
O=C1N(Cc2cccnc2)C[C@@H]2C[C@@H](c3ccc4c(c3)OCCO4)N3CCC[C@@]123,-1.2,0.0,-7,-17
CCOC(=O)CNC(=O)c1cc2c(n(-c3ccccc3)c1=O)CC(C)(C)CC2=O,1.9,0.2,2,-12
Fc1ccccc1OCCCN1CCN(Cc2ccccc2)CC1,-1.2,0.7,5,64*
COc1ccc(-n2c(SCc3cc(=O)n4ccccc4n3)nc3ccsc3c2=O)cc1,-1.1,-0.1,4,-4
Cc1ccc(NC(=O)CNC(C)c2ccccc2)cc1 (stereo not given),-1.9,-0.2,-31,1
CC1(C)CC(CCC(=O)Nc2ccc(S(N)(=O)=O)cc2)C(=O)O1 (stereo not given),0.9,0.0,-2,1
CC(=O)N1CCC(=NNc2ncc(C(F)(F)F)cc2Cl)CC1,-1.3,-0.1,-5,-4
C=CCNC(=O)c1cc2c(=O)n3cc(C)ccc3nc2n(CC2CCCO2)c1=N (stereo not given),1.3,0.0,-5,-8
O=C(COC(=O)/C=C/c1ccc(I)o1)NC1CCCCC1,0.1,0.2,4,49
FC(F)(F)c1ccc(Nc2nc(Nc3ccc(N4CCOCC4)cc3)c3[nH]cnc3n2)cc1,0.7,0.0,21,7
COc1ccc(C2CC(c3ccc(I)cc3)Nc3ncnn32)cc1 (stereo not given),-1.4,-0.1,7,18
CCC1CCCCN1C(=O)C1CCN(S(=O)(=O)c2cccc3nsnc23)CC1 (stereo not given),0.1,0.0,3,1
C/C(=N/NC(=O)c1cncc(Br)c1)c1cccc(Br)c1,-0.7,-0.1,-11,-10
Cc1csc(-c2cnc3ccc(NC4CCOCC4)nn23)c1,1.0,0.2,2,0
COc1cc(CO)cc(Br)c1OCC(=O)N1CCCCC1,1.1,0.0,-11,0
COc1ccc(CNC(=O)c2cccnc2)cc1,0.0,-0.1,0,-4
CCCCn1c(SCC(=O)Nc2ccc(OCC)cc2)nc2c1c(=O)n(C)c(=O)n2C,0.4,0.6,7,12
O=C(NCc1ccc(Cl)cc1)c1cnn2ccccc12,-0.2,-0.1,-38,4
CCOC(=O)CN(c1ccc(C23CC4CC(CC(C4)C2)C3)cc1)S(C)(=O)=O,-0.4,-0.1,1,12
N#CC1(C#N)C(c2cccc(I)c2)C(C(N)=O)N2C=Cc3ccccc3C21 (stereo not given),-0.8,-0.2,1,-4
CN1C(=O)NC2(CCN(CC(=O)N3CCCc4ccccc43)CC2)C1=O,2.9,0.1,9,9

# Some values from the entries so far:
# N#CC1(C#N)C(c2cccc(I)c2)C(C(N)=O)N2C=Cc3ccccc3C21 (stereo not given) – FBW7 act: -0.2
# CCOC(=O)CN(c1ccc(C23CC4CC(CC(C4)C2)C3)cc1)S(C)(=O)=O – TEAD-YAP inh: 1
# CCOCCn1c(CN2CC(C)CC(C)C2)nc2c1c(=O)n(C)c(=O)n2C (stereo not given) – GPR151 activ: -0.9
# Cc1csc(-c2cnc3ccc(NC4CCOCC4)nn23)c1 – FBW7 act: 0.2
# CC1(c2ccccc2Cl)NC(=O)N(Cc2ccccc2C#N)C1=O (stereo not given) – FBW7 act: -0.3
# O=C(COc1ccc(Br)cc1Cl)N1CCN(c2ccccn2)CC1 – GPR151 activ: -0.2
# CCOc1ccc(S(=O)(=O)n2nnc3ccccc32)c2ccccc12 – GPR151 activ: 0.4

# Further entries:
SMILES,GPR151 activ,FBW7 act,TEAD-YAP inh,MITF primary
COc1ccc(CNC(=O)Nc2ccccc2C)cc1OC,0.7,0.0,-5,5
COc1ccc(N2C(=O)CC(NCC34CC5CC(CC(C5)C3)C4)C2=O)cc1 (stereo not given),1.5,-0.1,-3,8
Cc1nc(-c2ccccc2)sc1CC(=O)N1CCn2c1nc1ccccc12,1.3,0.0,-25,11
Cc1cnc(NCCN2CCOCC2)nc1NCc1cccnc1,-1.7,-0.2,5,-4
O=[N+]([O-])c1cccc(NC(=S)Nc2cccc(S(=O)(=O)N3CCOCC3)c2)c1,0.4,-0.2,4,18
CSc1nnc2c(n1)OC(c1ccccc1OCc1ccccc1)Nc1ccccc1-2 (stereo not given),0.7,0.1,1,9
COc1ccc(CCNc2nc(NCCN3CCOCC3)nc3c2ncn3C(C)C)cc1,0.3,0.1,13,22
Cc1cccc(C(=O)NCC(=O)OCC(=O)c2ccc([N+](=O)[O-])cc2)c1,-0.9,-0.4,18,9
Cn1c(Cn2nnc3ccccc32)nnc1SCc1ccc(F)cc1,-0.8,-0.1,-12,-9
COC(=O)c1cc(-c2ccsc2)no1,-1.3,-0.1,-2,-7
COC(=O)c1ccc(COC(=O)c2sccc2C)cc1,-10,0.1,-25,-7
OCC1(Cc2ccccc2)CCCN(Cc2cccnc2)C1 (stereo not given),-2.5,0.0,-6,-9
CCCCCC(=O)N1CCN(c2cc(C)c(C(C)=O)cc2F)CC1,-0.1,0.1,3,22
Nc1nonc1C(=O)NCCNCc1ccccc1Cl,-0.6,0.1,-7,6
O=[N+]([O-])c1cccc(CSc2nc(NC3CCCCC3)c3ccccc3n2)c1,1.2,-0.1,-11,-19
O=C(CN1CCC(NC(=O)C23CC4CC(CC(C4)C2)C3)CC1)Nc1ccccc1[N+](=O)[O-],0.3,-0.1,1,3
CCC1CN(CCC(=O)NCC2CC(=O)N(CC)C2)Cc2ccc(Cl)cc2O1 (stereo not given),-1.6,-0.1,2,5
COc1cc(NC(=S)N2CCC(C(N)=O)CC2)cc(OC)c1,7.5*,-0.4,5,-12
COCCNc1nc(SCc2cc(=O)n3ccccc3n2)nc2ccccc12,1.0,-0.1,-13,10
COc1cccc(-c2ccc(Cn3c(C)nc4cc(NC(C)=O)c(C)nc43)cc2)c1,-0.1,0.0,-7,2
Cc1ccc(-c2cc(C(=O)N3CCN(C)CC3)[nH]n2)cc1,-0.9,-0.1,-72,12
CCOC(=O)C1=C(C)N(CC(C)C)C(=O)/C1=C\c1ccc(OC)c(OC)c1,-0.5,-0.1,-6,-1
CCc1ccc(S(=O)(=O)N2CCCC2C(=O)OC)cc1 (stereo not given),-0.2,-0.2,3,2
COc1ccc(C2SC(C)C(=O)N2c2ccc(Br)cc2)cc1 (stereo not given),0.8,-0.2,-8,-15
O=C(O)CCCC(=O)Nc1ccc(C(=O)N2CCCCC2)c(Cl)c1,0.1,-0.1,-8,-1
O=C(CSCc1ccc(Br)cc1)NCc1ccco1,-0.3,-0.1,-7,-5
CCN(CC)c1ccc(NC(=O)c2ccc(OC)cc2)cc1C,1.5,-0.2,4,1
Cc1cccc(C(=O)c2ccccc2C(=O)O)c1O,-0.4,0.3,5,14
O=C(Cn1c(=O)oc2cc(S(=O)(=O)N3CCCCCC3)ccc21)NC1CCCCC1,-0.7,-0.1,1,8
COc1ccccc1-c1cc(C(=O)Nc2c(C)nn(Cc3ccccc3)c2C)no1,-0.3,-0.1,22,7
CCC1CCCCN1C(=O)c1nn2c(c1Cl)NC(c1ccccc1)CC2C(F)(F)F (stereo not given),1.3,0.0,14,5
OCCSc1n[nH]c(-c2ccccc2)n1,-0.2,0.1,-8,9
Cc1noc(C)c1-c1nc(Nc2ccc(Oc3ccccc3)cc2)c2ncn(C(C)C)c2n1,0.7,0.1,-17,16
COc1cccc(-c2nc3n(n2)C(c2ccc(Cl)cc2)C(C(N)=O)=C(C)N3)c1 (stereo not given),1.4,0.1,-2,4
CC(C)OC(=O)CC(=O)CSc1nc2c(cc1C#N)CCC2,0.2,-0.1,-2,-17
CCOc1ccc(N=c2sc(C3=c4ccccc4=NC3=O)c(O)n2-c2ccc(OCC)cc2)cc1,2.9,-0.1,0,113*
COc1ccc(C(=O)NCCc2c[nH]c3ccccc23)cc1[N+](=O)[O-],0.7,-0.1,11,-3
CCOC(=O)C1=C(C)N(c2ccccc2)C(=O)/C1=C\c1cccc(OC)c1,2.4,0.1,-6,3
O=C(CCCn1c(SCc2ccc(F)cc2)nc2ccsc2c1=O)NCCc1ccccc1,0.9,0.0,-5,-1

# Compound profiles (already shown). Values in the order: GPR151 activ | FBW7 act | TEAD-YAP inh | MITF primary
# CC(C)OC(=O)CC(=O)CSc1nc2c(cc1C#N)CCC2 as listed: 0.2 | -0.1 | -2 | -17
# CCOC(=O)C1=C(C)N(c2ccccc2)C(=O)/C1=C\c1cccc(OC)c1 as listed: 2.4 | 0.1 | -6 | 3
# O=C(CCCn1c(SCc2ccc(F)cc2)nc2ccsc2c1=O)NCCc1ccccc1 as listed: 0.9 | 0.0 | -5 | -1
# CCOc1ccc(N=c2sc(C3=c4ccccc4=NC3=O)c(O)n2-c2ccc(OCC)cc2)cc1 as listed: 2.9 | -0.1 | 0 | 113*
# CCC1CCCCN1C(=O)c1nn2c(c1Cl)NC(c1ccccc1)CC2C(F)(F)F (stereo not given) as listed: 1.3 | 0.0 | 14 | 5
